DNA FID counter = compounds displacing fluorescent DNA intercalator, primary screen, artefact control for HCV NS3 helicase inhibitor project, biochemical, FID fluorescence | DNA fluorescent intercalator displacement | inhibition, % at 7.9 µM | hit rate 0.17% among 290,000; in the data active means inhibition above about 37%;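 further: 0% = vehicle and 100% = reference compound; higher means more ethidium bromide displaced from hairpin DNA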
OXTR agonist = human OXTR agonists, primary screen, fluorescence, CHO-OTR cells, Fluo-8 calcium; Oxytocin receptor (Homo sapiens), P30559; Fluo-8 calcium fluorescence; normalized: DMSO 0%, oxytocin 100%; activation, % at 3 µM; hit rate 0.32% among 320,000;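 active means activation above the mean of all tested compounds plus 3 SD, cutoff set per screening run, cut at about 20% in these data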;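 further: peak over basal fluorescence ratio from a 100 s FLIPR kinetic read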
GPR7 antag = GPR7 receptor antagonists, primary screen, cell-based, fluorescence, single concentration. AID 1861, 2009. Neuropeptides B/W receptor type 1 (Homo sapiens), P48145. hit rate 1.1% among 290,000. GPR7-expressing cells, fluorescence antagonist assay. inhibition, % at 4.4 µM; in the data active means inhibition above about 16%, passing the limit was not always enough;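 further: cells stimulated with the agonist NPW; 0% = agonist with vehicle and 100% = vehicle without agonist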
PHOSPHO1 block = PubChem AID 1565; Phosphoethanolamine/phosphocholine phosphatase (Homo sapiens), Q8TCT1; recombinant PHOSPHO1, absorbance phosphatase assay; inhibition, % at 13.3 µM; hit rate 1.1% among 290,000; in the data active means inhibition above about 60%
Target sequence (Q8TCT1 whole entry, looked up): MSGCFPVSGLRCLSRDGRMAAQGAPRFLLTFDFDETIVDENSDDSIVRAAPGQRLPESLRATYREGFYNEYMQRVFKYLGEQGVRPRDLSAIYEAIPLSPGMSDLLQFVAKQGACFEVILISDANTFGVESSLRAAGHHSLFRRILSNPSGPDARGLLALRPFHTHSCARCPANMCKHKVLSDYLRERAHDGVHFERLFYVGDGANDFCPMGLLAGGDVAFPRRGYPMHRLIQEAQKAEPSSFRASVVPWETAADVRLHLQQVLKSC
NALP1 yeast inh = NALP1 inflammasome inhibitors in reconstituted yeast, colorimetric, S. cerevisiae, triplicate retest; S. cerevisiae NALP1/ASC/caspase-1 growth, X-gal OD620, 72 h; inhibition, % at 10 µM; hit rate 0.61% among 280,000; in the data active means inhibition mostly above about 24%, no sharp cut-off; inactive means mostly below about 32%; further: some compounds called inactive have numbers as strong as hits
MEKK2mut PB1 HTS = MEK5 binding signal on mutant MEKK2 PB1, primary screen, biochemical, multiplex bead flow cytometry, Alexa488-MEK5; Alexa488-MEK5 binding to MEKK2 mutant; percent response, % at 10 µM; hit rate 0.35% among 290,000; in the data active means percent response above about 24%, passing the limit was not always enough; further: inactives centre near 1; some results filed as inactive read as strong as hits; reference of the scale not given here
MEKK3 PB1 HTS = modulators of MEKK3-MEK5 PB1 binding, primary screen, biochemical, wildtype MEKK3, multiplex bead flow cytometry, Alexa488-MEK5. bead-based flow cytometry, Alexa488-MEK5 binding to MEKK3; actives lie on both sides; 0 = blocked by unlabeled MEK5, 100 = vehicle. binding response (% of control), % at 10 µM. hit rate 1.4% among 290,000;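 active means binding response more than 3 SD above or below the average of its plate-row segment, actives on both sides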;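 further: Alexa488 bead fluorescence after subtracting the streptavidin-only scavenger bead signal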
Target sequence (Q99759 whole entry, looked up): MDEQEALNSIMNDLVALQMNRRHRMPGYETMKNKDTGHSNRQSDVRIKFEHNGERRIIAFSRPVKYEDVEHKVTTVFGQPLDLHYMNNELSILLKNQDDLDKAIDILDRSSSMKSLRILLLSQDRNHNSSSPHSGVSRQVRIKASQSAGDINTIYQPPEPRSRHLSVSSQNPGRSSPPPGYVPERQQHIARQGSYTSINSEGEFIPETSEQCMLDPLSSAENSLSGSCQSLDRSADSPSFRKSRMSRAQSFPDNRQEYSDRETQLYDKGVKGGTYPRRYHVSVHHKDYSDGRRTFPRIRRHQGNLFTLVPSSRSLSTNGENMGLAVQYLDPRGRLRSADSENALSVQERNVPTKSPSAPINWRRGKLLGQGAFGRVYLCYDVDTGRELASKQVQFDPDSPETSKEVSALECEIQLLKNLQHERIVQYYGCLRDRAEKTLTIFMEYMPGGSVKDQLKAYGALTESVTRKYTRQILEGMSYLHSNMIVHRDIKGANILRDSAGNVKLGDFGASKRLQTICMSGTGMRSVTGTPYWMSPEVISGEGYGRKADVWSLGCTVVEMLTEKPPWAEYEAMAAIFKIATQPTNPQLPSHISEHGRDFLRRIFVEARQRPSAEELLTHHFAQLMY
MEKK2wt PB1 HTS = modulators of MEK5 binding to wildtype MEKK2, primary screen, biochemical, multiplex bead flow cytometry, Alexa488-MEK5. Alexa488-MEK5 binding to MEKK2 WT; actives lie on both sides. AID 1531, 2009. Mitogen-activated protein kinase kinase kinase 2 (Homo sapiens), Q9Y2U5. hit rate 1.1% among 290,000. binding response (% of control), % at 10 µM; in the data active means binding response below about 67% or above about 130%
PfM18AAP inh = PfM18AAP inhibitors, malaria aminopeptidase, primary screen, biochemical, QFRET, recombinant enzyme; M18 aspartyl aminopeptidase (Plasmodium falciparum 3D7); H-Glu-NHMec fluorogenic cleavage; inhibition, % at 7.35 µM; hit rate 1.2% among 290,000;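 active means inhibition above the campaign mean inhibition over all tested compounds plus 3 SD, cut at about 28% in these data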;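 further: 0% = plate median of test compound wells and 100% = 2 mM ZnCl2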
* hit, by the source's call; / = no result given; [ ] = dose if it differs, or a comment.

Start of the listing, in advance:
#1 CCCCn1c(N)c(N(CC(C)C)C(=O)C2CC(=O)N(CCc3ccccc3)C2)c(=O)[nH]c1=O (stereo unspecified)
#2 Cc1onc(C(=O)N2CCN(c3ccccc3)CC2)c1[N+](=O)[O-]
#3 CCN(CC)S(=O)(=O)c1ccc(Cl)c(C(=O)NCc2ccccc2Cl)c1
#4 CC(=O)Nc1n[nH]c(-c2ccc(C)cc2)c1C
#5 O=[N+]([O-])c1cccc(Cl)c1CSc1ccccn1
#6 COc1ccc2cc(C(N)=O)c(=Nc3ccc(C)cc3)oc2c1
#7 Cc1cc(C)n2c(Br)c(CSc3nc4ccccc4s3)nc2n1
#8 O=C(c1cc(Br)ccc1Cl)N1CCCC1
compound no.	1	2	3	4	5	6	7	8
DNA FID counter	-18	-6	-17	0	2	-9	-22	-2
OXTR agonist	0.1	0.5	0.1	0.8	-1.5	0.5	-0.8	-1.6
GPR7 antag	-12	-11	-6	20	0	-16	3	-12
PHOSPHO1 block	33	-16	7	37	34	42	1	8
NALP1 yeast inh	7	20	-14	7	-19	0	8	6
MEKK2mut PB1 HTS	9	2	4	-10	-8	9	3	-6
MEKK3 PB1 HTS	106	103	102	87	115	108	105	85
MEKK2wt PB1 HTS	107	107	108	85	109	114	100	86
PfM18AAP inh	-3	-3	-1	4	-8	-1	9	0

Results, previewed entries included:
#1 CCCCn1c(N)c(N(CC(C)C)C(=O)C2CC(=O)N(CCc3ccccc3)C2)c(=O)[nH]c1=O (stereo unspecified)
#2 Cc1onc(C(=O)N2CCN(c3ccccc3)CC2)c1[N+](=O)[O-]
#3 CCN(CC)S(=O)(=O)c1ccc(Cl)c(C(=O)NCc2ccccc2Cl)c1
#4 CC(=O)Nc1n[nH]c(-c2ccc(C)cc2)c1C
#5 O=[N+]([O-])c1cccc(Cl)c1CSc1ccccn1
#6 COc1ccc2cc(C(N)=O)c(=Nc3ccc(C)cc3)oc2c1
#7 Cc1cc(C)n2c(Br)c(CSc3nc4ccccc4s3)nc2n1
#8 O=C(c1cc(Br)ccc1Cl)N1CCCC1
compound no.	1	2	3	4	5	6	7	8
DNA FID counter	-18	-6	-17	0	2	-9	-22	-2
OXTR agonist	0.1	0.5	0.1	0.8	-1.5	0.5	-0.8	-1.6
GPR7 antag	-12	-11	-6	20	0	-16	3	-12
PHOSPHO1 block	33	-16	7	37	34	42	1	8
NALP1 yeast inh	7	20	-14	7	-19	0	8	6
MEKK2mut PB1 HTS	9	2	4	-10	-8	9	3	-6
MEKK3 PB1 HTS	106	103	102	87	115	108	105	85
MEKK2wt PB1 HTS	107	107	108	85	109	114	100	86
PfM18AAP inh	-3	-3	-1	4	-8	-1	9	0

#9 COC(=O)C(O)(CC(=O)Nc1cc(Cl)ccc1Cl)C(F)(F)F (stereo unspecified)
#10 Cc1cccc(NC(=O)CN2C(=S)NC(C)(C)CC2C)c1 (stereo unspecified)
#11 NC(=O)CC(NC(=O)c1ccc(Br)cc1)c1ccc(N2CCCCCCC2)c([N+](=O)[O-])c1 (stereo unspecified)
#12 CC1CCCN(C/C=C/c2ccccc2[N+](=O)[O-])C1 (stereo unspecified)
#13 Cc1ccc(NC(=O)CN(C)C(=O)CSc2nc(C)cs2)cc1
#14 COc1ccc(C(=O)/C=C/C(=O)N(CC(=O)NC2CCCCC2)CC2CCCO2)c(O)c1 (stereo unspecified)
#15 COc1cccc(OC)c1C(=O)Nc1c(C(=O)N2CCN(c3ccccn3)CC2)oc2ccccc12
#16 COc1ccc(N2CC(C)Cn3c2nc2c3c(=O)n(Cc3ccccc3)c(=O)n2C)c(OC)c1 (stereo unspecified)
compound no.	9	10	11	12	13	14	15	16
DNA FID counter	0	1	-22	15	-13	-22	-39	-26
OXTR agonist	0.6	-0.2	0.0	0.1	-1.1	-0.3	0.9	-1.5
GPR7 antag	-8	-6	-8	10	0	-1	-6	0
PHOSPHO1 block	-4	-21	-7	-1	-1	10	49	-2
NALP1 yeast inh	11	2	-2	6	4	-18	-4	1
MEKK2mut PB1 HTS	2	-1	0	11	-3	-3	4	-2
MEKK3 PB1 HTS	98	97	100	112	101	90	99	73*[inhibitor]
MEKK2wt PB1 HTS	105	98	97	118	98	95	99	82
PfM18AAP inh	1	9	-3	-7	0	-3	8	-8

#17 CSCCC(NS(=O)(=O)c1ccccc1F)C(=O)N1CCCCCCC1 (stereo unspecified)
#18 CC(C)(C)c1ccc(Cn2nnc3c(=O)[nH]c(C4CCCN(C(=O)Cc5cccs5)C4)nc32)cc1 (stereo unspecified)
#19 Cc1c(C(=O)N(C)Cc2ccccc2)oc2c(Cl)cccc12
#20 COc1cccc(C(=O)NCC(=O)OCC(=O)Nc2ncc(Cl)cc2Cl)c1
#21 COc1ccc(Cl)cc1NC(=S)NNC(=O)c1cccs1
#22 COc1cc(NC(=O)c2ccco2)c(OC)cc1NC(=O)CCC(=O)Nc1cccc(C)c1C
#23 Nc1nc(Nc2ccccc2)nc(N2CCCC2)c1[N+](=O)[O-]
#24 O=S(=O)(Nc1nc2ccccc2s1)c1ccc(Cl)nc1
compound no.	17	18	19	20	21	22	23	24
DNA FID counter	-40	-15	-27	-8	-1	-33	-16	-21
OXTR agonist	-1.5	-0.7	-2.0	-0.9	4.2	-1.9	-1.8	0.5
GPR7 antag	-8	-14	-1	-7	-11	4	-12	13
PHOSPHO1 block	32	50	22	0	-46	6	44	21
NALP1 yeast inh	5	11	18	-5	-20	11	19	4
MEKK2mut PB1 HTS	4	2	-6	-2	3	-1	3	2
MEKK3 PB1 HTS	96	101	99	99	102	104	107	102
MEKK2wt PB1 HTS	98	92	95	93	106	104	106	102
PfM18AAP inh	-2	-5	-10	7	3	7	4	11

#25 CCN(CC(=O)NCc1cccs1)C(=O)c1cc(S(=O)(=O)N2CCOCC2)ccc1C
#26 COc1ccc(S(=O)(=O)Nc2ccc(C(N)=O)cc2)cc1C(=O)N1CCCCCC1
#27 COc1cc(C(=O)n2nc(C)cc2C)ccc1O
#28 O=C(/C=C/c1ccccc1)OCCN=C1NS(=O)(=O)c2ccccc21
#29 Cc1ccc2ncnc(NCCCCCC(=O)O)c2c1
#30 Cc1ccc(C(=O)Nc2ccc(C(=O)N/N=C/c3ccccn3)cc2)cc1
#31 CCOC(=O)N1CCN(C(=O)CCSc2ccccc2)CC1
#32 O=C(CN1C(=O)NC2NC(=O)NC21)N/N=C/c1ccccc1O (stereo unspecified)
compound no.	25	26	27	28	29	30	31	32
DNA FID counter	-19	-6	-6	-12	-2	-14	-22	-2
OXTR agonist	-1.0	0.3	-0.8	5.2	0.0	1.5	0.1	1.0
GPR7 antag	-13	-17	-4	1	-18	-10	1	-10
PHOSPHO1 block	24	23	22	32	49	32	-6	0
NALP1 yeast inh	24	34	0	-10	-17	-19	0	-53
MEKK2mut PB1 HTS	2	1	11	4	-12	3	1	-4
MEKK3 PB1 HTS	100	103	104	95	89	101	107	99
MEKK2wt PB1 HTS	102	100	109	102	91	94	108	86
PfM18AAP inh	1	-7	14	0	-1	9	-17	6

#33 CC(=O)c1ccc(-c2cc([C@H]3[C@H]4C=CC[C@@H](C)[C@@H]4C(=O)N3Cc3ccccc3)ccc2F)cc1
#34 CCOC(=O)c1c(-c2ccccc2)csc1NC(=O)C(C)NCc1ccco1 (stereo unspecified)
#35 NC(=O)Cn1cc(/C=N\NS(=O)(=O)c2cccc([N+](=O)[O-])c2)c2ccccc21
#36 COc1ccc(C2CC(=O)c3c(C)nc(N4CCN(Cc5ccccc5)CC4)nc3C2)cc1OC (stereo unspecified)
#37 COc1ccc(CN2C3CCCC2CC(NC(=O)/C=C/c2ccccc2)C3)cc1 (stereo unspecified)
#38 O=S(=O)(c1ccccc1)N1CCN(C(=S)Nc2ccccc2)CC1
#39 O=C1C2CCCN2C(=S)N1c1ccccc1 (stereo unspecified)
#40 COc1ccc(NC(=O)CSc2nc3nc(-c4cccs4)cc(C(F)(F)F)c3c(=O)[nH]2)c(OC)c1
compound no.	33	34	35	36	37	38	39	40
DNA FID counter	/	-11	16	-10	19	-13	3	-5
OXTR agonist	-0.7	-1.7	-0.3	-1.9	0.3	/	/	-0.8
GPR7 antag	/	-11	3	-7	-6	5	-9	-3
PHOSPHO1 block	35	3	-5	7	-12	32	27	6
NALP1 yeast inh	15	36	-7	9	0	-12	7	23
MEKK2mut PB1 HTS	2	0	4	1	0	4	6	0
MEKK3 PB1 HTS	94	96	101	100	110	103	103	106
MEKK2wt PB1 HTS	87	108	104	106	110	109	104	100
PfM18AAP inh	/	3	8	-17	1	-7	-3	-1

#41 Cc1c(C(=O)NC(=S)NCC(C)C)oc2ccccc12
#42 Cc1occc1-c1nnc(SCC(=O)c2ccc(F)cc2)o1
#43 O=C(COC(=O)c1ccco1)NCc1ccco1
#44 Cc1nc2ccc(Cl)cc2nc1C
#45 CC1CCN(CC(=O)NC(=O)NCc2ccccc2)CC1
#46 COc1ccc(Cc2c(N)nc(N)nc2N)cc1
#47 CC(/C=C/c1ccc2c(c1)OCO2)=N\NC(=O)COc1ccccc1C
#48 COc1ccc(-c2noc(CCCOc3ccccc3)n2)cc1OC
compound no.	41	42	43	44	45	46	47	48
DNA FID counter	4	-10	-3	-5	-7	1	-4	-26
OXTR agonist	-0.4	1.8	0.2	1.1	-0.1	0.9	0.6	-0.6
GPR7 antag	-7	5	-6	-9	-10	-10	0	-11
PHOSPHO1 block	11	-18	-11	-12	0	12	11	4
NALP1 yeast inh	17	3	35	/	18	-3	26	30
MEKK2mut PB1 HTS	-1	-16	2	-4	-2	9	5	-3
MEKK3 PB1 HTS	96	48*[inhibitor]	99	89	95	100	101	96
MEKK2wt PB1 HTS	95	56	99	89	92	110	94	97
PfM18AAP inh	-4	-3	10	0	-9	-1	7	-3

#49 Cc1cccc(-c2nc(CS(=O)CC(=O)N3CCCCC3)c(C)o2)c1 (stereo unspecified)
#50 CCOC(=O)CN(c1ccccn1)S(=O)(=O)c1ccc(OC)cc1
#51 O=C(NCC(=O)N1CCC2(CC1)NCCc1[nH]cnc12)c1ccc2ccccc2c1
#52 Cc1nc2c(cnn2-c2ccccc2Cl)c(=O)n1-c1ccc(N2CCC(C)CC2)cc1
#53 Cc1ccc(NC(=O)c2ccc3c(c2)OCCO3)cc1
#54 O=C(N/N=C/c1ccc(OC(=O)c2cccs2)cc1)c1cccc(F)c1
#55 Nc1ccc(S(=O)(=O)NC2=NCCCCC2)cc1
#56 CC1(C)C2CCC1(C)C(OC(=O)c1ccc(O)cc1)C2 (stereo unspecified)
#57 COc1ccc(C(=O)NC(=S)N2CCOCC2)cc1Br
#58 COc1cccc(N2CCN(C(=O)c3cc4cc(Cl)ccc4[nH]3)CC2)c1
compound no.	49	50	51	52	53	54	55	56	57	58
DNA FID counter	-23	-3	16	-3	-5	-3	2	-15	-8	-26
OXTR agonist	0.1	-1.0	0.6	-0.2	0.9	0.3	0.3	-1.2	-0.2	/
GPR7 antag	-3	-12	-18	-14	-2	12	0	-28	-5	-14
PHOSPHO1 block	19	18	41	11	32	7	32	20	-88	52
NALP1 yeast inh	-11	18	21	3	17	38	11	2	4	31
MEKK2mut PB1 HTS	14	10	6	-2	4	-1	-13	6	6	1
MEKK3 PB1 HTS	110	105	107	95	100	88	76	107	107	96
MEKK2wt PB1 HTS	111	107	107	88	103	92	76	104	108	93
PfM18AAP inh	0	-4	3	-6	-2	4	-9	-1	10	7

High-throughput results: PubChem, several laboratories
